# Screens: PubChem, several laboratories
# PME-1 inh = PME-1 (human) inhibition. AID 2130. inhibition, % at 5.9 µM. 320,000 compounds, 0.53% hits. recombinant PME-1, FP-Rh probe fluorescence polarization;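 active = inhibition above the campaign mean of all compounds plus 3 SD, cut at about 26% in these data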;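 also: competitive labeling of PME-1 active site by serine hydrolase directed probe; 0% = PME-1 with DMSO and 100% = wells lacking PME-1 enzyme; inhibitors block probe labeling so polarization falls and inhibition rises; many of its hits are not listed in these tables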
# Target sequence (Q9Y570 whole entry, looked up): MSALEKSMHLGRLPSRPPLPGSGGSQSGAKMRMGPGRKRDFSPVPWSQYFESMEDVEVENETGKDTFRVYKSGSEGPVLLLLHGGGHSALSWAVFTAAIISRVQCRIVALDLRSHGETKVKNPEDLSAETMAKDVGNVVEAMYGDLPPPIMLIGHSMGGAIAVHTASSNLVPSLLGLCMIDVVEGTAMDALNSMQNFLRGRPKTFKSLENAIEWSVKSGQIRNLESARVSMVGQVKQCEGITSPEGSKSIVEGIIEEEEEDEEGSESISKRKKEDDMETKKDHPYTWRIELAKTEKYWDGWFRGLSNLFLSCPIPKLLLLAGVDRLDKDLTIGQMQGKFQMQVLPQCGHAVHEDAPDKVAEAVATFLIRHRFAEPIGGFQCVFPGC
# MEX-5 binding = C. elegans MEX-5 TCR-2 RNA binding activity | MEX-5/FITC-TCR2 RNA binding, fluorescence polarization; hits give low values | activity score (negative = inhibition of binding), % at 10 µM | 300,000 compounds, 0.38% hits | AID 1832;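 active = inhibition past about -25% in most replicates, and total fluorescence under double the plate's negative control median, limit read from the data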;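 also: 0% = DMSO and -100% = 5 µM competing unlabeled TCR2 RNA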
# Fam108B counter = counter-screen for RBBP9 inhibitors: inhibitors of mouse Fam108B; inhibition, % at 9.51 µM; 300,000 compounds, 0.33% hits; AID 1947; recombinant Fam108B, FP-Rh probe fluorescence polarization;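 active = inhibition above the screen mean inhibition plus 3 SD, computed separately per campaign, cut at about 18% in these data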;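 also: inhibitors lower polarization as less probe binds the enzyme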
# PAD4 FP inh = inhibitors of human PAD4 | Q9UM07 | recombinant PAD4, RCA probe fluorescence polarization | inhibition, % at 6.36 µM | 330,000 compounds, 0.41% hits | AID 485272;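 active = percent inhibition above a cutoff equal to the mean of all tested compounds plus 3 SD, cut at about 15% in these data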;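 also: 0% = PAD4 with RCA probe and DMSO and 100% = probe without PAD4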
# GSTO1 counter = blocks human GSTO1 in RBBP9 counter-screen | 300,000 compounds, 1.1% hits | recombinant GSTO1, activity-based probe fluorescence polarization | P78417 | inhibition, % at 5.96 µM;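 active = inhibition above the campaign mean inhibition plus 3 SD, cut at about 35% in these data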;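 also: 0% = GSTO1-1 with DMSO and 100% = wells lacking GSTO1-1 enzyme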
# TPT1 inh = C. albicans TPT1 enzyme inhibition; 300,000 compounds, 0.81% hits; recombinant caTPT1, FP RNA substrate dephosphorylation; inhibition, % at 5 µM;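 active = inhibition above the mean of all tested compounds plus 3 SD, set per screening campaign, cut at about 24% in these data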;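 also: plate controls were DMSO alone for no effect and ferristatin control at 100 nM for full effect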
# BCLXL inh = Bcl-xL (human) inhibition | GST-Bcl-xL / FITC-Bim BH3 peptide fluorescence polarization | inhibition, % at 10.9 µM | 320,000 compounds, 0.7% hits | AID 2129;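 active = inhibition above the mean of all tested compounds plus 3 SD, cutoff set per campaign, cut at about 30% in these data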;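 also: 0% = DMSO wells and 100% = unlabeled Bim-BH3 peptide competitor; inhibitors lower millipolarization by displacing the labeled peptide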
# Target sequence (Q07817 whole entry, looked up): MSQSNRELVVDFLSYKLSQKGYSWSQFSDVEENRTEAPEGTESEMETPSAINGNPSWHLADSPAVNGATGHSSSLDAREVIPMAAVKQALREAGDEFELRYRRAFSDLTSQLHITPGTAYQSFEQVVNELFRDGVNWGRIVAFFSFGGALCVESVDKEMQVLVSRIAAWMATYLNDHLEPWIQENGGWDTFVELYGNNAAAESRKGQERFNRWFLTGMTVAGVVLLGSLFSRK
# GLD-1 RNA inh = GLD-1-TGE RNA interaction inhibition (C. elegans). purified GLD-1 + fluorescein TGE RNA, fluorescence polarization. 320,000 compounds, 0.44% hits. Q17339. inhibition, % at 5.96 µM. AID 2280;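 active = percent inhibition above a per-plate cutoff, the plate mean of test compounds plus 3 SD, cut at about 30% in these data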;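 also: 0% = DMSO wells with GLD-1 and probe and 100% = wells lacking GLD-1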
# Target sequence (Q17339 whole entry, looked up): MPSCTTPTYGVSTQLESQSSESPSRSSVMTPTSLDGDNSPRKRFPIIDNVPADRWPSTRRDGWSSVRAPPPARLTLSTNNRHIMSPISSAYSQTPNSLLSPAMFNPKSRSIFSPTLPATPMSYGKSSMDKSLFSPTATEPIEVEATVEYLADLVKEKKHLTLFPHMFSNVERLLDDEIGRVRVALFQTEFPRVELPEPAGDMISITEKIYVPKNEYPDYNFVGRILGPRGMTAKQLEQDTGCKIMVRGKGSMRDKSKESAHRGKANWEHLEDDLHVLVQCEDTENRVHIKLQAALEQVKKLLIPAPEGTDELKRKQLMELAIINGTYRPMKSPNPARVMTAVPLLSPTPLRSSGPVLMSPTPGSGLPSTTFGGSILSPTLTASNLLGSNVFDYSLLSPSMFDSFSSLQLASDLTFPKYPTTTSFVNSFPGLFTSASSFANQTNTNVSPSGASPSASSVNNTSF
# MCL1-BIM inh = disrupts human MCL1 binding to BIM-BH3 peptide | Q07820 | GST-MCL1 / FITC-Bim-BH3 fluorescence polarization | inhibition, % at 10.9 µM | 320,000 compounds, 0.68% hits;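 active = inhibition above the mean inhibition of all tested compounds plus 3 SD, set per campaign, cut at about 40% in these data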;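 also: 0% = DMSO wells and 100% = unlabeled Bim-BH3 peptide control; higher means more loss of mP so more displacement of Bim peptide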
# An asterisk follows results filed as active; . = no result given; & = joins results of further samples. Some of the compounds tested (hit frequency here may not be typical).
SMILES,PME-1 inh,TPT1 inh,MCL1-BIM inh,MEX-5 binding,BCLXL inh,PAD4 FP inh,Fam108B counter,GSTO1 counter,GLD-1 RNA inh
CCOC(=O)CSc1nnc(N)s1,-8,3,-3,-1.0,-1,1,-8,4,-5
Cc1nnc(SCC(=O)Nc2ccc3c(c2)OCO3)o1,3,-6,6,-3.9,4,2,4,3,1
Cc1cc(C)c2[nH]c(C(=O)Nc3ccc4c(c3)OCO4)cc2c1,4,3,4,0.3,9,-2,4,-2,-3
Cc1ccccc1NC(=O)C1CCN(S(=O)(=O)c2cccc3nonc23)CC1,-6,-1,-3,0.7,-1,-2,2,7,-6
COc1ccccc1N1CCN(CCOc2c(OC)cccc2OC)CC1,-8,-3,2,-1.3,4,-4,-2,-6,2
O=C1CCC(=O)N1OCCCCOc1ccccc1,-4,-2,2,-0.2,9,-1,-1,4,-3
Cc1ccc(C(=O)N/C(=C\c2cccs2)C(=O)NCC2CCCO2)cc1C (configuration not stated),-4,-2,-1,1.0,3,0,-2,-1,4
CCN(CC(=O)NCc1cccs1)C(=O)/C=C/c1cc(Br)ccc1OC(F)F,-4,.,0,.,4,-2,.,.,4
CC(C)Nc1nnc(SCC(=O)/C=C2\N(C)c3ccccc3C2(C)C)s1,0,13,-10,1.7,-3,-3,-1,6,-11
CSc1nc2nccc(-c3ccc(Cl)cc3)n2n1,-3,3,1,-2.8,5,2,1,5,2
Cc1cc(NC(=O)CSCC(=O)N(C)Cc2cccc(Cl)c2)no1,-2,4,-14,-1.4,-11,-6,-5,-11,-1
CC(OC(=O)/C=C/c1cccc(C(F)(F)F)c1)C(=O)NC1CCCCC1C (configuration not stated),2,-3,-5,2.1,1,-4,3,-2,12
CCOC(=O)N1CCC(N2C(=O)c3ccccc3C2Nc2cc(Cl)c(OC)cc2OC)CC1 (configuration not stated),16,0,3,-0.1,0,-2,-2,-5,1
O=C(N=Nc1c(O)[nH]c2ccccc12)c1ccco1,5,-1,-5,1.2,1,-8,5,3,-3
Cc1cc(=O)[nH]c2c1cnn2Cc1ccccc1,3,2,4,-0.9,-1,5,-6,0,0
CC(=O)c1cccc(NC(=O)c2cc(C(C)C)on2)c1,-2,-2,-2,2.1,2,-3,-3,-2,-3
O=C(NC1CC1)c1cccc(Br)c1,5,-2,8,-0.1,3,-4,-1,2,7
Cn1c(SCC(=O)Nc2ccc(N3CCOCC3)cc2)nnc1-c1ccccc1F,0,-2,0,-1.9,7,-3,-2,14,1
CCOC(=O)/C=C/C(=O)OCC(=O)N1CCN(C(=O)c2ccco2)CC1,-2,0,1,-0.4,7,3,0,-1,2
CCCCC(=O)NNC(=S)NCc1ccccc1,-6,-4,11,1.1,12,0,3,2,-3
CCOc1cc(C(=S)N2CCOCC2)ccc1OC(=O)c1cccc(C)c1,6,-1,4,3.5,-2,3,2,4,4
CCOc1ccccc1Oc1c(C)oc2c(CN3CCN(C)CC3)c(O)ccc2c1=O,-1,-4,3,.,5,8,5,2,0
COc1ccc(C(=O)Nc2ccccc2C(=O)N(Cc2ccco2)C(C(N)=O)C(C)C)cc1 (configuration not stated),6,0,4,0.3,5,-3,-3,-10,0
O=S(=O)(Nc1ncccn1)c1ccc(NC(=S)NCCc2ccc(Cl)cc2)cc1,-2,2,8,-0.5,5,-1,2,2,2
CCCCC(NC(C)=O)c1nc2ccccc2n1CCC (configuration not stated),3,0,-1,0.7,0,8,1,3,4
COc1ccc(OC)c(NC(=O)Nc2cccc3ccccc23)c1,2,0,1,.,0,-1,1,1,1
CC(C)(O)c1nnn(-c2ccccc2)c1C(F)(F)F,0,-3,-3,-0.4,5,-1,0,0,10
CCC1CN(C(=O)N2CCC(C(=O)NCc3cccc(OC)c3OC)CC2)c2cc(C)ccc2O1 (configuration not stated),-3,-1,4,-0.3,-2,2,5,0,2
COc1ccc(N=c2oc3ccc(OC)cc3cc2-c2nc3ccccc3[nH]2)cc1,-1,1,-6,-1.5,6,-5,1,4,0
O=S(=O)(Nc1cccc(-n2cnnn2)c1)c1cnc(Cl)c(Cl)c1,-7,-1,5,1.9,7,1,5,8,0
N#CNC(=Nc1ccccc1F)SCc1ccc(C(=O)O)cc1,-2,1,-6,0.0,-1,-1,-5,4,5
CSc1nc(Cl)cc(Nc2ccccc2N)n1,-6,2,0,-1.4,3,-1,0,-9,2
O=[N+]([O-])c1ccccc1-c1ccc(C(=S)N2CCCC2)o1,1,0,11,-0.9,8,-2,1,5,10
Cc1ccc(OCc2nnc(N)s2)cc1,5,-1,-4,0.9,-1,-2,0,3,-4
Cc1cc(C)nc(NC(=O)c2c(-c3c(Cl)cccc3Cl)noc2C)n1,7,1,3,-4.0,-2,-3,-2,0,-6
Cc1onc(-c2ccccc2)c1C(=O)N/N=C/c1ccccc1OC(C)C,-2,-3,6,-1.4,2,4,2,7,6
COc1cc2cc(C(N)=O)c(N)nc2cc1OC,-3,-5,19,0.9,5,-2,6,5,0
O=S(=O)(Cc1ccc(Cl)cc1)N1CCCC1,-4,0,8,1.6,6,3,-2,6,9
COc1ccc(C)cc1N(CC(=O)Nc1ccc2c(c1)OCCO2)S(C)(=O)=O,-4,-8,-9,1.5,-3,0,3,12,5
O=c1oc(-c2cccs2)nc2c1cnn2-c1ccccc1,2,-1,-3,0.2,0,-1,20*,-7,1
Cc1cccc(NC(=O)CSc2n[nH]c(-c3cccnc3)n2)c1,6,-3,7,1.3,4,-6,-2,-5,8
COc1cc(/C=N/Nc2nc(C)cc(=O)[nH]2)ccc1O,4,1,5,-0.4,-4,-2,0,2,0
Cc1cccc2c(-c3ccccc3)cc(=O)[nH]c12,3,0,-5,-1.6,0,1,0,-1,6
CCCCCOC(=O)CC(C(=O)OCCCCC)N1CCCCC1 (configuration not stated),-1,-5,4,-0.6,6,-1,-5,-3,3
CC1=CC(c2ccccc2)=Nc2ccc(C)cc2N1,3,3,-8,0.7,-5,-1,-2,1,1
Clc1ccccc1-c1nnc(CNC2CC2)o1,-7,0,11,-2.5,5,6,0,-2,-2
Cc1cc(NCc2cccnc2)no1,-1,2,-5,-0.2,2,2,-2,-3,5
Cc1nonc1NC(=O)c1oc2ccc(F)cc2c1C,-4,1,4,0.9,1,-1,1,2,-2
Cc1cccc(N2CCN(S(=O)(=O)c3ccc4c(c3)CC(C)N4C(=O)C3CC3)CC2)c1C (configuration not stated),-2,-2,2,2.3,4,2,-4,6,7
Cc1ccc(Oc2ccc(C(=O)NC3CCSC3=O)cn2)cc1 (configuration not stated),0,-3,4,-2.1,2,-4,0,2,-11

# Following part:
SMILES,PME-1 inh,TPT1 inh,MCL1-BIM inh,MEX-5 binding,BCLXL inh,PAD4 FP inh,Fam108B counter,GSTO1 counter,GLD-1 RNA inh
CCOC(=O)NC(=O)c1cn(CCN(C)C)c(=O)[nH]c1=O,1,1,4,-3.4,5,-7,-1,-4,8
COc1cc(OC)cc(OCC(O)Cn2cnc3cc(C)c(C)cc32)c1 (configuration not stated),2,0,4,0.9,6,0,2,6,8
CSc1cccc(NC(=O)CCCNC(=O)c2ccc(Cl)cc2)c1,4,-1,2,0.1,4,2,-4,1,6
O=[N+]([O-])c1ccc(N/N=C\c2ccccc2OCc2ccccc2)cc1,8,85*,-84,0.2,-18,-3,2,0,-27
Cc1ccc(NS(=O)(=O)c2ccc3c(c2)CCC(=O)N3)cc1C,4,0,5,1.0,11,1,-1,15,-1
CCOc1ccc(S(=O)(=O)Nc2ccccc2SC)c2cccnc12,0,0,5,-0.9,1,0,0,-4,0
CCOc1ccc(N(C(=O)Cn2nnc3ccccc32)C(C(=O)NC(C)(C)CC)c2cccn2C)cc1 (configuration not stated),-3,2,5,-2.2,0,1,4,-2,1
CC(C)NC(=O)C(=O)NCc1ccccn1,-10,1,-4,1.3,-1,-1,-1,6,-3
Cc1nn(Cc2ccccc2)c(Cl)c1/C=C1\NC(=S)NC1=O,0,3,1,-4.6,4,-1,-1,-31,-3
Cc1cccc(OCC(=O)N/N=C/c2ccc3c(c2)OCO3)c1,-1,-1,-2,1.6,0,-6,2,2,-4
Cc1cccc(OC(=O)NCCOC(=O)N(O)c2ccc(Cl)cc2)c1,0,0,10,-1.0,0,1,10,4,1
Cc1ccc(C(=O)NNC(=O)c2n[nH]c(=O)c3ccccc23)cc1C,-5,.,-29,.,-16,-6,.,.,-1
CCCCN1CC[C@H]2C=CC[C@@H](C(=O)Nc3ccc(OC)cc3)[C@H]2C1=O,2,0,-1,2.4,8,-1,0,2,2
CCOc1ccc(C(=O)CC(C(=O)O)N2CCCCC2)cc1 (configuration not stated),4,.,4,.,8,6,.,.,4
CCOC(=O)C(C(=O)Nc1ccccc1C)C1CCCCC1 (configuration not stated),-3,-3,2,0.0,-1,-3,0,-1,0
CCOC(=O)C1CCCN(CCCc2ccccc2)C1 (configuration not stated),-5&1,-2&2,5&11,0.2&-3.7,0&7,-2&0,-2&3,2&10,2&8
Cc1ccc(CNC(=O)CCCn2nc(C)c3c(C)n(-c4ccccc4)nc3c2=O)cc1,-1,0,0,-0.8,0,-6,-1,-4,-2
Cc1ccc(Cn2c(C)cc3c(c2=O)C(c2cccs2)C(C#N)=C(N)O3)cc1 (configuration not stated),-3,1,-9,-0.2,5,-3,-6,-3,-4
Cc1cccc(CSc2nnc(NC(=O)CSc3nnc(C)s3)s2)c1,3,-1,1,-1.0,-3,-2,-1,-12,-4
CCN(CC(=O)Nc1c(F)cccc1F)C(=O)Cn1[nH]c(=O)c2ccccc2c1=O,2,.,2,.,1,-3,.,.,2
CCOc1ccc(-c2noc(CCC(=O)O)n2)cc1,0,-2,5,0.4,4,-6,2,9,5
N#C/C(=N\Nc1ccc(F)cc1)C(=O)C1CC1,4,1,-5,-2.0,-7,-4,-1,3,-3
CN1c2ccccc2C(=O)/C(=C\Nc2ncccn2)S1(=O)=O,-3,-4,11,0.1,9,2,-1,4,11
COc1ccc(C(=O)NNC(=O)CCn2nnc(-c3ccc(C)cc3)n2)cc1OC,3,-2,1,-2.4,5,-2,5,10,10
CC1=CC(C)(C)N(S(=O)(=O)c2ccc(F)cc2)c2ccc(C)cc21,2,-2,7,1.1,4,-4,-1,2,3
COCCn1ccc2c(OCC(=O)Nc3ccccc3OC)cccc2c1=O,-6,1,6,1.0,5,-2,0,1,-2
CC(OC(=O)c1ccncc1)C(=O)Nc1cc(S(=O)(=O)N2CCCCC2)ccc1Cl (configuration not stated),-1,1,5,1.2,3,-4,6,13,1
CCOC(=O)C1=C(COC(=O)C2CC(=O)N(c3ccccc3F)C2)NC(=O)NC1C (configuration not stated),8,.,-15,.,0,0,.,.,0
COc1cccc(C(=O)NCC(=O)n2nc(C)cc2C)c1,7,-4,-2,2.4,8,-3,1,6,3
CC(C)NC(=O)CN(Cc1ccc2c(c1)OCO2)C(=O)CCC(=O)Nc1ccccn1,0,1,2,0.0,0,2,3,-1,6
Cn1c(=S)n(/N=C/c2cccs2)c2ccccc21,-5,1,-9,-0.1,-3,2,0,5,1
COc1ccc(NC(=O)CSc2nnc(-c3cccnc3)s2)cc1,2,-2,4,-1.1,4,-5,5,6,6
C=CCNC(=O)CSCc1ccc(Br)cc1,-5,-3,3,-0.2,8,2,-4,10,4
